Source: PubChem (several laboratories)
D1 mod = allosteric modulators of human D1 dopamine receptor. HEK293 D1, CRE-luciferase, dopamine EC30 potentiation; actives deviate in either direction. 5.9% of 58,000 active. P21728. AID 641. B-score at 10 µM;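 active means luminescence count or its row- and column-corrected plate score outside the 99.7% band of the plate's sample wells, on either side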
Target sequence (P21728 whole entry, looked up): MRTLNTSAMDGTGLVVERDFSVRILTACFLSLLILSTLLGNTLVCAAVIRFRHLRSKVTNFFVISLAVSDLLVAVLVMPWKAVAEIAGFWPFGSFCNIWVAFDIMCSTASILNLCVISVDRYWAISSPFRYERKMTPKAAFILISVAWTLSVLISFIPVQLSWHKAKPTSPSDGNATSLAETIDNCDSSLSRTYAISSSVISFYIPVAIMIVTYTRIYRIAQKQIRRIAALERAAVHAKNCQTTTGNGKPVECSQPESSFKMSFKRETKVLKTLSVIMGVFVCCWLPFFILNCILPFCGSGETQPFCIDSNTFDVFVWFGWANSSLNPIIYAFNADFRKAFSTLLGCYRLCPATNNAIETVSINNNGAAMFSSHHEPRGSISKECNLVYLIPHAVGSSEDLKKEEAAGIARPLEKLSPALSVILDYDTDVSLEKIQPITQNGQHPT
Cdc25B block = inhibitors of human Cdc25B phosphatase | 0.1% of 65,000 active | recombinant Cdc25B, OMFP fluorescence Ex485/Em525 | AID 368 | inhibition, %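 (compounds tested at 10 µM final in the well)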; in the data active means inhibition above about 50%
CatB inh = human cathepsin B inhibition; P07858; purified cathepsin B, fluorogenic substrate, fluorescence; inhibition, %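 (tested at 10 µM)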; 0.1% of 63,000 active; in the data active means inhibition above about 21%;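 further: 0% = enzyme with no compound and 100% = no enzyme blank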
AP ELISA ortho = alternative pathway complement inhibition, orthogonal assay; Human serum alternative complement pathway, LPS-coated ELISA, C3 deposition; tested in compound mixtures; inhibition, % at 5 µM; 0.08% of 62,000 active; AID 1235;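 active means inhibition above 30% in each of the two pooled mixtures holding the compound, so the lower value exceeds 30%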;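 further: 0% = serum in Mg-EGTA without compound and 100% = EDTA serum blank; some compounds past the cut are filed as inactive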
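Test system – human serum alternative complement pathway, C3 deposition on LPS-coated wells · Buffer or medium – diluted human serum in Mg2+-EGTA GVB++ · Compound dosing – 5 µM each compound, pools of ten, 50 µM per pool · Schedule – 1 h serum-compound exposure at 37 °C · Measured by – Anti-C3 ELISA, OD 450 nm · Read-out basis – percent inhibition of C3 deposition onto LPS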
Hsp90 block = displaces geldanamycin probe from tumor Hsp90 | P07900 | NCI-N417 lysate Hsp90, Cy3B-geldanamycin FP displacement | inhibition, % at 30 µM | 0.35% of 64,000 active;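 active means inhibition above 50%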;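 further: 0% = tracer plus lysate wells and 100% = tracer alone without lysate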
CatB mixtures = human cathepsin B inhibition by mixtures; 0.06% of 62,000 active; Purified cathepsin B, AMC dipeptide fluorescence, compound mixtures; inhibition, %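 (ten-compound pools at 5 µM per compound and 50 µM total)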; P07858; in the data active means inhibition above about 22%, passing the limit was not always enough;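 further: 0% = enzyme without compound and 100% = no enzyme blank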
MKP-1 inh = inhibitors of human MKP-1 phosphatase; 0.15% of 65,000 active; recombinant MKP-1, OMFP hydrolysis fluorescence; inhibition, %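 (compounds tested at a single concentration somewhere between 10 and 100 µM)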; P28562;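 active means inhibition above about 50%, limit read from the data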;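 further: 0% = DMSO max control wells and 100% = wells with enzyme stopped by NaOH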
Target sequence (P28562 whole entry, looked up): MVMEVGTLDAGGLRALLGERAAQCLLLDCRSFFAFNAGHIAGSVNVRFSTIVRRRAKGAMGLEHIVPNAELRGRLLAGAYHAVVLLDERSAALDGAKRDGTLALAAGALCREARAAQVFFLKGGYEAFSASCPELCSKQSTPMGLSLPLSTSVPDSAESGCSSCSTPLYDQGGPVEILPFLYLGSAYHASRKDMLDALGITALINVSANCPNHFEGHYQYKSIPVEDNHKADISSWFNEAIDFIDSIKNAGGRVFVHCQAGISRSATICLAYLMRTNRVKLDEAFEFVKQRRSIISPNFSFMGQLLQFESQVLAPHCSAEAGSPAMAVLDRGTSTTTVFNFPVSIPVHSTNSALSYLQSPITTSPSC
Ec RNAP inh = Escherichia coli RNA polymerase inhibition. inhibition, %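 (tested at 10 µM)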. E. coli RNA polymerase, fluorescence transcription assay. 0.2% of 62,000 active. AID 559; in the data active means inhibition above about 20%;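 further: 0% = enzyme without compound and 100% = no enzyme blank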
Ecoli tolC = growth inhibitors of E. coli BW25113 tolC mutant; OD615; growth inhibition, % at 10 µM (by protocol); 2.2% of 65,000 active; AID 573;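 active means growth inhibition at or above a cutoff equal to the mean over every tested compound plus 3 SD, cut at about 60% in these data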;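 further: growth measured after 20 h incubation at 37 °C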
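test system = E. coli BW25113 ΔtolC::kan bacteria | medium = LB with kanamycin 50 µg/mL | signal = OD at 615 nm | schedule = 37 °C, 20 h exposure | evaluation = % inhibition of E. coli growth | compound dosing = one dose of 10 µM final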
The depositor's hits bear a star; nt = no result given.

A first look (2 entries):
1. O=C(CCCN1C(=O)c2ccccc2C1=O)Nc1sc2c(c1C(=O)NCc1ccco1)CCC2
2. COc1ccc(C(C)(C)C)cc1NC(=O)c1c(C)noc1C
assay / entry,1,2
D1 mod,-1.4,1.2
Cdc25B block,-12,-3
CatB inh,4,0
AP ELISA ortho,11,1
Hsp90 block,-6,0
CatB mixtures,0,6
MKP-1 inh,11,24
Ec RNAP inh,3,11
Ecoli tolC,15,-4

The whole of this part, repeating the preview:
1. O=C(CCCN1C(=O)c2ccccc2C1=O)Nc1sc2c(c1C(=O)NCc1ccco1)CCC2
2. COc1ccc(C(C)(C)C)cc1NC(=O)c1c(C)noc1C
3. Cc1nn(-c2nc3ccccc3s2)c(C)c1Oc1ccccc1O
4. CCOC(=O)C1C2C=CC3(CN(C4CCCC4)C(=O)C13)O2 (stereo not drawn)
5. CCOC(=O)Cc1nnc(NC(=O)Nc2ccccc2)s1
assay / entry,1,2,3,4,5
D1 mod,-1.4,1.2,-0.48,-0.24,0.45
Cdc25B block,-12,-3,-3,-4,-4
CatB inh,4,0,-3,5,2
AP ELISA ortho,11,1,19,4,14
Hsp90 block,-6,0,0,1,1
CatB mixtures,0,6,6,6,2
MKP-1 inh,11,24,-4,9,-33
Ec RNAP inh,3,11,5,14,10
Ecoli tolC,15,-4,28,-22,-8

6. O=C(NCc1ccc2c(c1)OCO2)c1cc(-n2cnnc2)ccc1Cl
7. Cc1nn2c(-c3ccc(Cl)cc3)nnc2s1
8. Nc1nc(SCC(=O)Nc2ccc(Br)cc2F)n[nH]1
9. COC(=O)COn1c(SCC(=O)OC)nc2ccccc2c1=O
10. Cc1nn(C)c(C)c1S(=O)(=O)Nc1ccc2c(c1)OCO2
assay / entry,6,7,8,9,10
D1 mod,0.035,nt,1,nt,-1
Cdc25B block,-12,5,3,7,4
CatB inh,0,0,1,4,9
AP ELISA ortho,-2,nt,6,nt,-2
Hsp90 block,-5,-3,-2,-4,41
CatB mixtures,3,nt,8,nt,9
MKP-1 inh,9,-8,1,-21,1
Ec RNAP inh,6,-6,5,10,6
Ecoli tolC,-15,3,-3,8,3

11. CCn1c(NC(=O)c2cccc(Cn3cc(Cl)cn3)c2)nc2ccccc21
12. Cn1c(C(=O)N2CCCC(C(=O)NCCCSC3CCCCC3)C2)cc2sccc21 (stereo not drawn)
13. Cc1cc2c(=O)n(CC(=O)N3CCN(c4ccc(F)cc4)CC3)cnc2s1
14. COc1ccc(S(=O)(=O)Cc2ccc(C(=O)N3CCN(c4ccccn4)CC3)o2)cc1
15. Cc1ccc(CNC(=O)CN2C(=O)COc3ccc(C)cc32)cc1
assay / entry,11,12,13,14,15
D1 mod,-0.12,nt,-0.067,-0.74,-0.52
Cdc25B block,-5,-16,-6,-14,-10
CatB inh,-3,-2,-3,2,4
AP ELISA ortho,2,10,19,9,14
Hsp90 block,-3,0,-1,-1,-2
CatB mixtures,4,3,3,2,1
MKP-1 inh,-7,31,4,-1,5
Ec RNAP inh,3,0,0,7,1
Ecoli tolC,24,55,-20,6,-8

16. CCC(C)(C)n1nnnc1C(c1ccccn1)N1CCOCC1 (stereo not drawn)
17. CC(C)(C)OC(=O)N1CCCC(C(=O)CC#N)C1 (stereo not drawn)
18. CCOC(=O)N1CCN(C(c2ccc(C)cc2)c2sc3nc(C)nn3c2O)CC1 (stereo not drawn)
19. CCOC(=O)c1sc(NC(=O)CSc2n[nH]c(-c3ccccc3)n2)c(C#N)c1C
20. CCOC(=O)CC(=O)CSc1nc(-c2cccnc2)ccc1C#N
assay / entry,16,17,18,19,20
D1 mod,0.0065,0.23,-0.055,-2.1,nt
Cdc25B block,-14,3,-4,6,-1
CatB inh,-6,3,0,-3,-2
AP ELISA ortho,15,6,17,7,-7
Hsp90 block,-5,-4,-1,-4,-8
CatB mixtures,13,-5,3,7,4
MKP-1 inh,4,14,31,12,11
Ec RNAP inh,-1,4,-1,7,-11
Ecoli tolC,-18,-2,-6,100*,-21

21. CC(C)c1ccc(O)c(N)c1
22. CC(=O)Nc1ccc(C(=O)CSc2nnc(Cn3nnc4ccccc43)n2C)cc1
23. Cc1c(N=Cc2c(O)n(Cc3ccco3)c(=O)c3ccccc23)c(=O)n(-c2ccccc2)n1C
24. Clc1ccc(-c2nn3c(-c4ccccc4)nnc3s2)cc1
25. COc1cccc(C2CC(c3ccccc3)Nc3ncnn32)c1 (stereo not drawn)
assay / entry,21,22,23,24,25
D1 mod,nt,0.97,0.74,0.22,-0.12
Cdc25B block,28,-6,-3,12,2
CatB inh,-2,0,4,-1,nt
AP ELISA ortho,24,4,-1,6,nt
Hsp90 block,19,-4,-3,-1,-2
CatB mixtures,5,-1,-4,2,nt
MKP-1 inh,-33,-16,39,-5,-4
Ec RNAP inh,6,8,6,1,nt
Ecoli tolC,0,-17,-4,-16,-13

26. COc1ccc(CN2C(=O)CN=C2Nc2cccc(C)c2C)cc1
27. Cc1nn(S(=O)(=O)N2CCCCC2)c(C)c1Br
28. CC#CCCC(=O)N1C=Cc2ccccc2C1C#N (stereo not drawn)
29. O=C(C1=C(O)C(=O)N(Cc2ccco2)C1c1cccnc1)c1cc2ccccc2o1 (stereo not drawn)
30. O=c1[nH]cnc2sc3c(c12)CCCC3
assay / entry,26,27,28,29,30
D1 mod,0.71,0.39,0.41,-1.5,0.98
Cdc25B block,-10,-8,-5,-9,2
CatB inh,0,0,-2,6,1
AP ELISA ortho,-2,9,4,22,-3
Hsp90 block,0,-8,-1,-3,0
CatB mixtures,7,1,1,0,1
MKP-1 inh,-1,-5,-27,5,2
Ec RNAP inh,8,3,-1,1,nt
Ecoli tolC,-12,18,13,27,-6

31. N#Cc1c(NCCN)nc(NCc2ccccc2)c2c1CCN(Cc1ccccc1)C2
32. CN(CC(=O)Nc1ccc2c(c1)OCCO2)S(=O)(=O)c1ccc(Br)s1
33. Cn1c(NCc2cccs2)nc2ccccc21
34. COc1ccc(/C(O)=C2/C(=O)C(=O)N(Cc3cccnc3)C2c2ccncc2)cc1F (stereo not drawn)
35. CNC(=O)c1cc2c(ccc3ccccc32)oc1=N
assay / entry,31,32,33,34,35
D1 mod,nt,-0.41,-0.066,-0.086,nt
Cdc25B block,-28,-6,0,-2,-21
CatB inh,-1,1,2,4,-14
AP ELISA ortho,nt,1,15,3,nt
Hsp90 block,-11,-4,-5,0,-4
CatB mixtures,nt,-8,4,-10,nt
MKP-1 inh,-5,-18,-12,7,-12
Ec RNAP inh,1,5,9,8,-31
Ecoli tolC,14,3,-3,-16,10

36. Cc1ccc(S(=O)(=O)NC2CCCC(C(=O)O)C2)cc1 (stereo not drawn)
37. O=C(CSc1nc(NS(=O)(=O)c2ccccc2)cc(=O)[nH]1)Nc1ccc(F)cc1
38. Cc1c(Cl)cccc1NC(=O)c1cc(C2CC2)on1
39. Cc1ccccc1-c1nc(CS(=O)(=O)CC(=O)Nc2cc(F)ccc2F)c(C)o1
40. CC(CCc1ccccc1)NC(=O)C1CCN(c2nnc(-n3cccc3)s2)CC1 (stereo not drawn)
assay / entry,36,37,38,39,40
D1 mod,-0.012,0.33,0.25,0.069,nt
Cdc25B block,-8,-8,-9,-8,1
CatB inh,3,1,2,5,2
AP ELISA ortho,9,15,26,9,17
Hsp90 block,-1,-3,-3,1,-1
CatB mixtures,0,1,-3,1,5
MKP-1 inh,2,-22,8,4,0
Ec RNAP inh,2,4,-2,9,7
Ecoli tolC,13,-5,3,7,2

41. COc1cc(C)nc(N2CCC(C(=O)NC3CCCCC3)CC2)n1
42. O=C(Nc1cnc2ccccc2c1)N1CCOCC1
43. COC(=O)c1ccc(=O)n(Cc2ccc3c(c2)OCO3)c1
44. CCOC(=O)CSc1nn(C)c(=S)s1
45. COc1ccccc1NS(=O)(=O)c1cc(Cl)ccc1OC
assay / entry,41,42,43,44,45
D1 mod,0.82,-0.28,-0.12,0.11,0.47
Cdc25B block,-2,14,23,-9,-12
CatB inh,5,-1,1,2,4
AP ELISA ortho,0,8,nt,6,6
Hsp90 block,-10,-3,-2,2,4
CatB mixtures,2,-4,nt,2,-1
MKP-1 inh,2,5,-20,-7,4
Ec RNAP inh,14,-2,6,4,6
Ecoli tolC,-12,-8,11,1,-3

46. CCOC(=O)N1CCN(C(=O)C2CCN(S(=O)(=O)c3ccc(Br)s3)CC2)CC1
47. O=C(CSc1nnc(-c2cccs2)o1)N1CCCCC1
48. O=C1CC(c2ccc(F)cc2)Sc2ccccc2N1 (stereo not drawn)
49. c1ccc(COc2ccc(Nc3ncnc4nc[nH]c34)cc2)cc1
50. COn1c(SCc2cccnc2)nc2ccccc2c1=O
assay / entry,46,47,48,49,50
D1 mod,-0.1,-0.96,28*,-1.6,2.2
Cdc25B block,-4,1,-8,2,4
CatB inh,-3,2,nt,-2,4
AP ELISA ortho,5,28,nt,4,14
Hsp90 block,-2,2,1,-3,-7
CatB mixtures,4,8,nt,1,1
MKP-1 inh,5,-10,-5,-1,-1
Ec RNAP inh,6,6,nt,2,3
Ecoli tolC,-2,-3,8,3,16

5 compounds picked at random from those above, as already listed:
2. COc1ccc(C(C)(C)C)cc1NC(=O)c1c(C)noc1C
15. Cc1ccc(CNC(=O)CN2C(=O)COc3ccc(C)cc32)cc1
19. CCOC(=O)c1sc(NC(=O)CSc2n[nH]c(-c3ccccc3)n2)c(C#N)c1C
1. O=C(CCCN1C(=O)c2ccccc2C1=O)Nc1sc2c(c1C(=O)NCc1ccco1)CCC2
3. Cc1nn(-c2nc3ccccc3s2)c(C)c1Oc1ccccc1O
assay / entry,2,15,19,1,3
D1 mod,1.2,-0.52,-2.1,-1.4,-0.48
Cdc25B block,-3,-10,6,-12,-3
CatB inh,0,4,-3,4,-3
AP ELISA ortho,1,14,7,11,19
Hsp90 block,0,-2,-4,-6,0
CatB mixtures,6,1,7,0,6
MKP-1 inh,24,5,12,11,-4
Ec RNAP inh,11,1,7,3,5
Ecoli tolC,-4,-8,100*,15,28

Additional results:
51. Cc1sc2nc(C(C)Nc3ccccc3N3CCOCC3)[nH]c(=O)c2c1C (stereo not drawn)
52. COc1cccc(C2=NOC(C(=O)Nc3ccc(OC)c(OC)c3)C2)c1 (stereo not drawn)
53. O=S(=O)(c1cccc2cccnc12)N1CCc2ccccc21
54. O=C(NCCOC(=O)c1ccc(C(=O)OCCNC(=O)c2ccccc2)o1)c1ccccc1
55. N#C/C(=C\c1ccc(O)c(O)c1)C(=O)NCCCc1ccccc1
assay / entry,51,52,53,54,55
D1 mod,0.43,1.7,0.32,-0.16,0.15
Cdc25B block,8,-30,0,-8,-9
CatB inh,3,-2,-3,0,2
AP ELISA ortho,20,24,-3,15,-13
Hsp90 block,-6,6,-3,-6,68*
CatB mixtures,0,-6,-4,-3,19
MKP-1 inh,30,6,-20,3,5
Ec RNAP inh,6,2,7,-2,3
Ecoli tolC,25,3,-3,-2,8

56. CCN1CCN(C(c2cc(OC)ccc2OC)c2nnnn2Cc2ccccc2)CC1 (stereo not drawn)
57. CCOC(=O)c1ccccc1NC(=O)CN(c1ccccc1OCC)S(C)(=O)=O
58. CCCCCC(C(=O)O)C(C)CC(=O)NC1CCCCC1 (stereo not drawn)
59. CSc1nnc(-c2ccncc2)n1CCCN1CCCC1=O
60. Cc1ccc(-c2nnc(SCC(=O)Nc3ccccc3N3CCOCC3)o2)cc1
61. CC1=C(C(=O)Nc2ccccc2Cl)C(c2ccc(N(C)C)cc2)NC(=O)N1 (stereo not drawn)
assay / entry,56,57,58,59,60,61
D1 mod,-0.91,0.29,-0.36,nt,0.69,-0.27
Cdc25B block,-14,-13,-6,11,-6,-3
CatB inh,1,2,1,4,6,1
AP ELISA ortho,15,0,-10,18,11,19
Hsp90 block,-2,8,2,3,6,-3
CatB mixtures,2,3,2,2,6,4
MKP-1 inh,-4,4,-28,-13,22,5
Ec RNAP inh,2,5,8,2,2,3
Ecoli tolC,-9,-12,-5,-7,25,2
